Lmaj promast = Leishmania major promastigote growth inhibition, primary screen | Leishmania major promastigotes, resazurin fluorescence viability | AID 1063, 2008 | inhibition, % at 10 µM | 200,000 compounds, 9% hits; in the data active = inhibition above about 50%;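 also: promastigotes grown with compound for 44 hours at 28 °C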
S1P3 antagonist = S1P3 receptor antagonists, primary screen, cell-based; CHO S1P3 NFAT-BLA reporter, FRET fluorescence, antagonist mode; inhibition, % at 4.98 µM; Sphingosine 1-phosphate receptor 3 (Homo sapiens), Q99500; 170,000 compounds, 0.27% hits;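 active = inhibition above the plate cutoff, the mean inhibition of test wells on that plate plus 3 SD, cut at about 28% in these data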;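 also: cells challenged with S1P at its EC80 of 0.8 µM; blue over green emission ratio from cleaved BLA substrate after 4 h stimulation; 0% = S1P-stimulated wells and 100% = unstimulated DMSO-only wells; some compounds past the cut are filed as inactive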
Target sequence (Q99500 whole entry, looked up): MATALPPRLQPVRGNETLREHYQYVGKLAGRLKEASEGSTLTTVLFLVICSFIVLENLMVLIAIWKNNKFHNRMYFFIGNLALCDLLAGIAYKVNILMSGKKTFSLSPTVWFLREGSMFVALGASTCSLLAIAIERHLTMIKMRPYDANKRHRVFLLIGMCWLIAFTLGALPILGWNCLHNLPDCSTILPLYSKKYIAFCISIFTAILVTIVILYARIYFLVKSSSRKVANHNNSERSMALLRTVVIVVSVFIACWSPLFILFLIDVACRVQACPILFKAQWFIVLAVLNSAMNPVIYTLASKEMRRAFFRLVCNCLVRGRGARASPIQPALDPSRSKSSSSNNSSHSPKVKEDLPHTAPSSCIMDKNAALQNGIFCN
bIAP inhibitor = bovine intestinal alkaline phosphatase inhibitors, primary screen, selectivity assay for TNAP inhibitor project, biochemical, bovine IAP, CDP-star luminescence; purified bovine IAP, 30 min; inhibition, % at 20 µM; 190,000 tested, under 10 active; AID 1019, 2008;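 active = over 50% inhibition of intestinal alkaline phosphatase at 20 µM in the single-dose screen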
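System: Purified bovine intestinal alkaline phosphatase (IAP) enzyme | Input: IAP diluted 1/65,000,000 in the well | Also added: CDP-star chemiluminescent phosphatase substrate, 30 µM final | Dosing: 20 µM single dose | Times: Enzyme reaction for 30 min at room temperature | Detection: Luminescence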
Efa HMGR inh = inhibitors of E. faecalis class II HMGR, primary screen, biochemical, Enterococcus faecalis; AID 1066, 2008; inhibition, % at 10 µM; 190,000 compounds, 0.41% hits; HMG-CoA reductase (Enterococcus faecalis, mvaE); purified E. faecalis HMGR, NADPH absorbance 340 nm kinetic;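 active = inhibition above a set limit, the median over all tested compounds plus 3 SD, cut at about 9.5% in these data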;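 also: enzyme runs in reverse so mevalonate oxidation gives rising NADPH absorbance; 0% = complete reaction with DMSO and 100% = background rate lacking mevalonate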
Redox H2O2 prof = compounds producing H2O2 with reducing agent – biochemical, NIH compound library profiling, artefact control for MLSCN library redox annotation, primary screen. DTT-dependent redox cycling H2O2, phenol red/HRP absorbance; 100% = 100 µM peroxide control, 0% = buffer. 200,000 compounds, 0.03% hits. activation, % at 10 µM;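 active = activation of at least 50% relative to the plate's high and low controls in the primary single-dose screen; inactive = activation below 50%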;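 also: compound incubated with DTT at 0.8 mM final as the reducing agent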
SRC2 TRFRET art = TR-FRET signal artefacts, primary screen, artefact control for PPARgamma SRC-2 agonist project, biochemical; TR-FRET ratio at 8 µM; TR-FRET artefact counter-screen; hits give high values; 200,000 compounds, 0.4% hits; in the data active = TR-FRET ratio above about 2000; also: inactives centre near 1500
PPARg SRC-3 ag = PPARgamma agonists recruiting SRC-3 coactivator, primary screen, biochemical; 200,000 compounds, 0.26% hits; activation, % at 8 µM; biochemical PPARgamma/SRC-3 coactivator recruitment assay; in the data active = activation above about 23%;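 also: 0% = DMSO and 100% = reference agonist; some compounds past the cut are filed as inactive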
ROMK primary = ROMK potassium channel modulators, primary screen, cell-based, thallium flux, MLSMR library | Tet-inducible ROMK, thallium flux fluorescence; actives lie on both sides | B-score at 10 µM | 130,000 compounds, 2% hits | AID 1918, 2009;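 active = signal ratio slope over the read window, or its plate-corrected B-score, at least 3 SD from the plate mean, either direction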;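 also: B-score of the F/F0 ratio slope over 7 to 12 s after thallium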
Target sequence (P48048 whole entry, looked up): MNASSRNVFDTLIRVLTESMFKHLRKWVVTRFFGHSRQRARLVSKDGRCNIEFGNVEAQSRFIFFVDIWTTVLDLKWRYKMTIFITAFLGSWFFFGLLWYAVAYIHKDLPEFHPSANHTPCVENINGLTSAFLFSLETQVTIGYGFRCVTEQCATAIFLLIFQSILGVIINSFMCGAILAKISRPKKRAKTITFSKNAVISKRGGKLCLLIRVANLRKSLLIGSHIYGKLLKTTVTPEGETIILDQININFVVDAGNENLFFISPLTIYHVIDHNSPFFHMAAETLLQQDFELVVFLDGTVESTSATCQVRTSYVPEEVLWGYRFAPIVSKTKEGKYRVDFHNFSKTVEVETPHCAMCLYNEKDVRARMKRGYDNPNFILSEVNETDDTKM
PPARg SRC-2 ag = agonists of PPARg-SRC-2 recruitment, primary screen, biochemical, HTS; activation, % at 8 µM; PPARgamma LBD-SRC-2 recruitment; 200,000 compounds, 0.34% hits; Peroxisome proliferator-activated receptor gamma (Homo sapiens), P37231; in the data active = activation above about 22%;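 also: 0% = vehicle and 100% = reference agonist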
RAM network inh = inhibitors of the yeast RAM network, primary screen, dse1pr::URA3 reporter, 5-FOA selection; S. cerevisiae dse1pr::URA3 reporter, 5-FOA growth OD615, 2 d; analog-sensitive cbk1-as2 kinase mutant strain; inhibition, % at 50 µM; 190,000 compounds, 1.8% hits; AID 868, 2007;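 active = inhibition above a set limit, 3 SD over mean compound inhibition, cut at about 8.4% in these data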;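 also: 0% = DMSO-only wells with no growth and 100% = 10 µM 1-NA-PP1 full growth; inhibition rescues growth on 5-FOA so higher OD means more RAM inhibition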
PPARg SRC-1 ag = PPARgamma agonists recruiting SRC-1 coactivator, primary screen, biochemical; activation, % at 8 µM; PPARgamma-SRC-1 coactivator recruitment biochemical assay; 200,000 compounds, 0.41% hits; Peroxisome proliferator-activated receptor gamma (Homo sapiens), P37231; in the data active = activation above about 19%;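 also: 0% = DMSO and 100% = reference agonist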
Starred values were filed as active, the others as inactive; . = no result given.

Every second line gives: Lmaj promast	S1P3 antagonist	bIAP inhibitor	Efa HMGR inh	Redox H2O2 prof	SRC2 TRFRET art	PPARg SRC-3 ag	ROMK primary	PPARg SRC-2 ag	RAM network inh	PPARg SRC-1 ag
[1] CCOC(=O)c1nc2sc(C)c(C)c2c(=O)[nH]1
  -5.9	-37.5	-16.9	-4.0	1.5	1540	8.8	-0.509	-0.2	3.0	1.3
[2] O=C(Cn1nc(C(F)F)cc1C(F)F)NNC(=S)Nc1ccc(Cl)cc1
  -25.3	.	8.7	0.3	0.1	1538	-7.0	0.0691	12.1	-0.8	1.5
[3] COc1ccc(NC(=O)COc2nsnc2N2CCCCC2)cc1
  -0.1	-27.5	-2.6	1.4	0.9	1590	4.8	-1.54	-4.8	4.3	3.3
[4] COc1cc(C(=O)OCC(=O)NC2CCS(=O)(=O)C2)ccc1OCc1c(C)noc1C (stereo not drawn)
  1.8	0.1	0.2	1.8	0.1	1611	-3.5	.	-3.5	1.9	1.0
[5] Cc1cnc(NC(=O)C(C)N2CCN(C)CC2)s1 (stereo not drawn)
  -6.2	-7.4	-5.7	-5.3	-1.9	1511	7.6	-0.22	3.5	0.2	-1.0
[6] CC(C)CNC(=O)CC(c1ccccc1)c1ccccc1
  8.2	-11.0	9.8	-3.2	-0.9	1558	-0.8	0.0129	-2.3	1.0	5.3
[7] NC(=O)c1ccc(N2CCOCC2)nc1
  2.6	1.5	-3.5	-7.8	-0.5	1586	4.7	0.692	-1.6	1.4	-3.0
[8] CC1=NN(c2ccc(C(F)(F)F)cn2)C(=O)C1
  43.6	-3.6	-10.0	-2.2	-0.2	1756	-0.8	0.0258	9.7	-0.8	-3.0
[9] C=CCNC(=O)c1cc2cccc(OC)c2oc1=O
  -6.8	-7.8	7.7	5.5	0.2	1722	0.0	0.0235	6.0	2.2	-3.0
[10] Cc1cccc(OCC(=O)NCCN2CCOCC2)c1
  -1.8	14.0	-6.9	-6.6	0.2	1474	-1.5	.	-8.2	1.9	0.4
[11] COc1ccc(C2C(C#N)=C(N)Oc3cc(O)ccc32)cc1OC (stereo not drawn)
  -2.1	-25.1	5.7	0.5	1.3	1515	5.1	0.32	-4.8	1.1	3.6
[12] CCCCc1n[nH]c(=S)n1Cc1ccc(C)cc1
  2.0	-9.7	-17.8	-3.7	-2.4	1361	-2.8	-1.02	-6.0	1.9	-7.2
[13] O=C(Nc1cccnc1Cl)c1cccc(F)c1
  -6.0	5.5	4.9	-2.0	-0.8	1479	-4.4	0.595	0.0	-1.1	-5.9
[14] Cc1cc(C)n(CCC(=O)Nc2cccc(F)c2)n1
  -2.1	-3.7	9.5	-1.6	-0.2	1515	0.2	-0.387	-1.3	-0.2	-3.5
[15] CC(=O)N1CC=CC1(C)C(=O)O (stereo not drawn)
  -3.6	0.7	-60.9	2.8	0.6	1513	-0.5	-0.822	5.7	1.8	-3.8
[16] COc1cccc(C2(O)CCN(C(=O)C3CCC3)CC2)c1
  -4.8	1.8	0.6	-1.6	-0.1	1415	-0.6	.	3.0	2.1	-7.6
[17] COc1ccccc1NC(=O)c1ccc(NC(=O)CSc2n[nH]c(N)n2)cc1
  65.0*	-14.7	10.1	-0.2	0.2	1586	2.9	0.919	4.5	0.9	5.8
[18] CC(C)c1cc(C(=O)Nc2sc3c(c2C#N)CCC3)no1
  -7.8	-11.4	1.7	1.5	1.0	1465	1.7	.	-3.6	4.0	-5.6
[19] CCN(C(N)=S)c1ccccc1
  -3.0	.	5.5	3.4	-7.5	1546	5.2	.	1.9	-0.8	7.6
[20] CN1CCN(c2nc(-c3ccccc3)c3cc(Cl)ccc3n2)CC1
  86.0*	-17.4	-13.6	1.7	-1.7	1704	-5.3	.	1.5	2.1	-5.1
[21] O=C1CC(Nc2ccc(N3CCOCC3)cc2)C(=O)N1Cc1ccccc1 (stereo not drawn)
  -6.5	16.4	-1.8	-2.4	1.8	1398	10.7	.	3.9	3.7	-4.6
[22] CCCN(CC(=O)Nc1ccccc1C)C(=O)/C=C/c1cccs1
  -1.8	10.4	5.9	-3.5	-0.1	1420	-5.3	-0.54	4.3	1.3	2.0
[23] COc1cc(NC(=O)c2ccc(Cl)cc2)c(OC)cc1Cl
  -3.1	.	3.0	-5.1	0.1	1535	3.0	-0.111	1.5	2.2	2.6
[24] Clc1ccc(-n2cccc2)cn1
  0.5	16.6	-14.0	-6.1	-2.6	1890	-4.5	0.432	-3.8	0.6	3.8
[25] CC(C)COC(=S)Nc1ccccc1
  -1.9	.	.	-2.1	-10.0	1610	4.8	.	3.0	-1.1	3.8
[26] CC(C)c1ccccc1-n1c(SCC(=O)N2CCc3ccccc3C2)nc2ccccc2c1=O
  41.5	-10.5	22.2	-0.5	1.7	1633	2.1	.	10.1	3.3	3.0
[27] COC(=O)C(Cc1ccccc1)NC(=O)c1cc(S(=O)(=O)N(C)C)ccc1Cl (stereo not drawn)
  -0.1	-19.6	-0.2	-3.9	-1.0	1496	3.1	-0.114	1.0	-1.0	-5.0
[28] COc1ccc(OC)c(NC(=O)C2C3C=CC(C3)C2C(=O)NCc2cccnc2)c1 (stereo not drawn)
  -4.5	5.8	-2.7	4.0	0.1	1466	-1.8	0.132	7.1	-0.1	-9.9
[29] CC1CCCC(NC(=O)CN(C)S(=O)(=O)c2cnc[nH]2)C1C (stereo not drawn)
  2.6	-18.6	7.1	13.5*	-1.0	1625	0.4	-0.119	3.2	2.5	-5.5
[30] Cc1ccccc1NC(=O)Nc1nc2ccc(S(C)(=O)=O)cc2s1
  -5.8	7.8	24.9	-8.9	-0.1	1520	3.7	.	4.6	2.7	1.9
[31] Cc1cccc(CCN=c2c([N+](=O)[O-])nn(-c3ccccc3)n2O)c1
  61.9*	-0.7	-0.6	-1.2	-0.8	1812	7.7	-0.497	8.7	0.1	5.3
[32] Cc1ccc(C(=O)c2sc3c(c2N)c(=O)[nH]c(=O)n3CCc2ccccc2)cc1
  24.5	10.7	25.9	-5.6	0.5	1725	5.5	.	4.1	4.4	5.3
[33] COc1cccc(N(C(=O)Cn2nnc(-c3ccc(Cl)cc3)n2)C(C(=O)NCC2CCCO2)c2ccc(C)cc2)c1 (stereo not drawn)
  -4.0	-6.2	7.1	1.9	1.5	1754	2.1	.	4.0	2.9	1.1
[34] CCn1cc(C(=O)N2CCCC2)c(=O)c2cc(S(=O)(=O)N3CCOCC3)ccc21
  -9.0	21.6	4.8	3.1	0.4	1396	0.3	.	5.7	1.3	0.1
[35] COc1cc2c(=O)n(Cc3ccccc3)c(=O)n(CC(=O)NCc3ccco3)c2cc1OC
  2.8	8.1	8.0	-1.9	1.1	1589	-1.9	.	-1.0	6.5	2.1
[36] CC(Nc1ccccc1CO)C(=O)Nc1cccc(Cl)c1Cl (stereo not drawn)
  12.8	1.8	1.7	-7.4	-2.0	1592	2.1	-1.04	14.5	2.4	7.2
[37] OC(c1cccc(OCc2ccccc2)c1)c1nnc(-c2ccccc2)o1 (stereo not drawn)
  -1.0	-6.0	11.3	0.9	-0.1	1539	4.6	-0.799	2.1	2.3	7.4
[38] CC(=O)Nc1cccc(-c2nnc3n2CC(C)S3)c1 (stereo not drawn)
  -1.4	10.9	10.4	-3.1	-0.2	1509	2.4	.	9.2	1.8	3.1
[39] Cc1sc2ncn(CC(=O)NCCCC(=O)N3CCN(c4ccccn4)CC3)c(=O)c2c1C
  5.3	-14.0	-2.5	-2.9	-5.2	1477	-5.7	0.0831	3.0	0.9	-4.3
[40] CCOC(=O)CC(=O)CSc1ncnc2c1oc1ccccc12
  -5.7	5.1	5.1	-2.6	2.5	3929*	138.2*	-1.01	87.2*	2.4	96.5*
[41] CCOC(=O)c1nnsc1NC(C)=O
  -3.2	2.2	10.6	-1.0	0.0	1704	-4.8	-0.437	10.5	1.1	-7.6
[42] COc1ccc(NC(=O)c2sc3nc(C)nc(N4CCOCC4)c3c2C)c(OC)c1
  10.9	-33.9	5.0	-3.9	-1.8	1791	-0.8	0.702	6.4	2.9	13.1
[43] Cc1onc(-c2c(F)cccc2Cl)c1C(=O)NCCCN1CCOCC1
  38.4	0.0	4.5	-2.7	0.2	1599	11.2	.	7.9	0.9	1.2
[44] O=C(COC(=O)CCc1ccccc1)Nc1ncc(Cl)cc1Cl
  -6.3	.	9.5	-5.1	0.1	1544	6.4	1.11	-2.7	-0.1	1.9
[45] CCOc1ccc(C(=O)Nc2cccc(-c3nc4ccccc4[nH]3)c2C)cc1[N+](=O)[O-]
  50.9*	-38.3	0.2	-3.7	0.0	1479	-5.0	0.0706	0.1	2.1	-8.5
[46] CCCCN(C)C(=O)C(Cc1ccccc1)NS(=O)(=O)c1ccc2c(c1)c(=O)n(C)c(=O)n2C (stereo not drawn)
  26.3	.	4.7	-3.4	-1.5	1580	1.9	.	0.4	0.3	-3.6
[47] Nc1c2c(nc3ccccc13)CCC2
  37.8	-33.5	6.4	-3.9	0.4	1533	3.1	.	0.6	-0.9	2.3
[48] C/C(=N\NC(=O)c1cc2ccccc2cc1O)c1ccc2c(c1)OCO2
  8.7	.	1.6	-8.8	-6.8	1689	5.2	0.552	5.1	1.6	1.8
[49] COc1cccc(-n2nnnc2SCC(=O)Nc2ccc3c(c2)OCCO3)c1
  -16.3	.	12.6	0.9	1.1	1497	5.6	0.109	9.9	0.0	1.8
[50] COCCNC(=O)c1ccc(CN2CCc3ccccc3C2)cc1
  -4.0	-3.7	4.4	2.8	-0.4	1534	0.7	-0.645	-0.6	0.0	-3.0
[51] CCCCC(=O)Nc1ccc(Br)cc1C(=O)O
  -3.6	6.0	13.8	-3.4	3.6	1483	-7.1	.	6.2	-0.5	7.1
[52] CCCCCCCc1nc2c(=O)n(C)c3ccccc3c2o1
  -2.3	.	13.9	1.5	0.0	1531	-1.5	-0.169	6.8	1.6	5.8

2 compounds picked at random from the list so far:
Every second line gives: Lmaj promast	S1P3 antagonist	bIAP inhibitor	Efa HMGR inh	Redox H2O2 prof	SRC2 TRFRET art	PPARg SRC-3 ag	ROMK primary	PPARg SRC-2 ag	RAM network inh	PPARg SRC-1 ag
[45] CCOc1ccc(C(=O)Nc2cccc(-c3nc4ccccc4[nH]3)c2C)cc1[N+](=O)[O-]
  50.9*	-38.3	0.2	-3.7	0.0	1479	-5.0	0.0706	0.1	2.1	-8.5
[36] CC(Nc1ccccc1CO)C(=O)Nc1cccc(Cl)c1Cl (stereo not drawn)
  12.8	1.8	1.7	-7.4	-2.0	1592	2.1	-1.04	14.5	2.4	7.2

Screens (PubChem BioAssay)

Not a hit list. About 13% of those tested had a hit in this group.
